Screens (PubChem BioAssay)
Growth percent in the NCI-60 one-dose screen (48 h, 10 µM unless noted): 100 = growth as untreated, 0 = no growth, -100 = all killed.
HL-60(TB) – HL-60(TB) leukemia cells | 9% of 78,000 active | AID 1794776; active means growth percent below 10
The depositor's hits bear a star. Only part of the results is shown; rates above refer to the full screens.

SMILES	HL-60(TB)
O=C(/C=C/c1ccc[nH]1)c1ccc(-n2ccc(C(F)(F)F)n2)cc1	-18*
O=P1(O)Cc2ccccc2-c2ccccc21	56
Cc1csc(/N=C(N)/N=C(\N)c2cccc(Br)c2)n1	91
COc1ccc2c(c1)c(-c1cc(N)n3nc(-c4cn(C)c5ccc(OC)cc45)cc3n1)cn2C	5.2*
COc1ccc(-c2nn(-c3ccc(NC(=O)Nc4ccc(Cl)c(Cl)c4)cc3)cc2-c2ccncc2)cc1Cl	5.2*
O=C(NCCBr)Nc1ccccc1	100
COc1ccc(/C=C2\Oc3cc(OCCN4CCC(Cc5ccccc5)CC4)ccc3C2=O)cc1OC	100
CC1=C(C(=O)c2cnccn2)C(c2ccccc2)NC(=O)N1 (stereo unspecified)	108
CCOc1ccc2ncc(C#Cc3cncc(C(=O)Nc4ccc(CN5CCN(C)CC5)c(C(F)(F)F)c4)c3)n2n1	1.2*
C/C=C(\C)C(=O)O[C@@H]1C2CC3=C4CC(=O)O[C@@H](c5ccoc5)[C@]4(C)CC[C@@H]3[C@@](C)(C2=O)[C@@H]([C@@H](O)C(=O)OC)C1(C)C	106
C=C1C(=O)O[C@H]2[C@H]1CC/C(COC(=O)NCc1cc(OC)cc(OC)c1)=C\CC[C@@]1(C)O[C@@H]21	-20*
COc1ccc(C(=O)c2cc(OC)c(OC)c(OC)c2)cc1/C=C/C(=O)c1ccc(F)cc1	93
CSc1ccc(NC(=O)Nc2ccccc2)cc1	93
Cc1ccc([N+](=O)[O-])c(O)c1	93
CC(=O)N(C(C)=O)C1=NNC(C)(c2ccccc2O)N1C(C)C(=O)O (stereo unspecified)	96
Cc1cccc(OCc2nnc(/N=C/c3cc4ccccc4nc3Cl)s2)c1	102
Nc1ccc(CSc2ccc(Cl)cc2)c(Cl)c1	81
O=Cc1ccc(C2NCCc3c2[nH]c2ccccc32)cc1 (stereo unspecified)	89
Cc1[nH]c(-c2nc3ccccc3[nH]2)c(C)c1C(=O)n1ccnc1	107
CCOC(=O)NCCCC(=O)NCCc1ccccc1	102
Oc1ccc(CSc2nnc(-c3ccncc3)o2)c2cccnc12	8.3*
Cc1ccc(/C(CN2CCN(c3cc4c(cc3F)c(=O)c(C(=O)O)cn4C3CC3)CC2)=N\O)cc1	50
COc1ccc(-c2nn(-c3cccc(Cl)c3)cc2-c2cc(-c3ccc(Br)cc3)nc(N)n2)cc1	88
O=[N+]([O-])c1ccc(/C=N/N2CCNC2=S)o1	78
Fc1ccc(CNCCNc2ncnc3c2cnn3-c2ccccc2)cc1	83
O=C(C[n+]1cccc2c3ccccc3ccc21)c1ccc(Br)cc1	62
O=C(CC1(O)C(=O)Nc2c(Cl)cc(Cl)cc21)c1ccc(F)cc1 (stereo unspecified)	98
COC(=O)c1ccccc1C(=O)c1ccc(OC)cc1	41
Cc1ccc(-n2cc(/C=C/C(=O)c3ccc(S(C)(=O)=O)cc3)c(-c3ccc(S(C)(=O)=O)cc3)n2)cc1	69
CCOC(=O)c1c[nH]c(=O)cc1O	73
CCOC(=O)c1c(C)oc2ncnc(N3CCN(C(=O)COc4ccc(C(C)(C)C)cc4)CC3)c12	74
O=C(O)c1ccc(-c2nn(-c3ccc(C(F)(F)F)cc3)cc2CNc2ccc(Oc3ccccc3)cc2)cc1	36
COc1ccc2c(c1)c(C(=O)c1nc(-c3c[nH]c4ccc(Br)cc34)no1)cn2C	100
O=c1c2ccccc2sc2c(NCc3ccccc3)nc3ccccc3c12	103
CCCCC1(O)CCCCC1	99
S=c1ncc2[nH]c(=S)[nH]c2[nH]1	89
COc1cc(NC(=O)c2nc(-c3ccccc3)n(-c3cccc4ccccc34)n2)cc(OC)c1OC	76
O=C1[C@H]2Cc3c([nH]c4ccccc34)[C@H](c3ccc(Br)cc3)N2C(=O)CN1C1CCN(Cc2c(Cl)cccc2Cl)CC1	148
CCOC(=O)C1=C(N)Oc2c(sc3c(C)cccc23)C1c1ccc(Cl)cc1 (stereo unspecified)	1.5*
CNc1nc(Cl)nc2ncn(C)c12	118

In the list so far, these contain a COOH group.
SMILES	HL-60(TB)
CC(=O)N(C(C)=O)C1=NNC(C)(c2ccccc2O)N1C(C)C(=O)O (stereo unspecified)	96
Cc1ccc(/C(CN2CCN(c3cc4c(cc3F)c(=O)c(C(=O)O)cn4C3CC3)CC2)=N\O)cc1	50
O=C(O)c1ccc(-c2nn(-c3ccc(C(F)(F)F)cc3)cc2CNc2ccc(Oc3ccccc3)cc2)cc1	36

Remaining list, next part:
SMILES	HL-60(TB)
O=C(/C=C(O)/C=C/c1ccc(C(F)(F)F)cc1)/C=C/c1ccc(C(F)(F)F)cc1	98
Cn1cc(-c2nc(N)nnc2-c2c[nH]c3ccc(Br)cc23)c2ccccc21	79
N#Cc1ccc(/C=N/N2CCCCCC2)cc1	92
Cn1c(=O)[nH]c(=O)c2nc(/C=C/c3ccccc3)c(/C=C/c3ccccc3)nc21	107
O=[N+]([O-])c1cccc(-c2nnc(CSc3nnc(-c4ccc(Cl)cc4)o3)o2)c1	100
COc1ccc(/C=c2\nc3n(-c4ccccc4)c4nc5c(cnn5-c5ccccc5)c(=O)n4n-3c2=O)cc1	110
COc1cc2cc3c(nc2cc1OC)CCN3Cc1ccc(NC(=O)c2ccc(F)cc2C)cc1	96
COc1cccc(N)c1	104
COc1cc2c(c(OC)c1OC)C(=O)CC(c1cccc(NC(=O)c3cc(N)ccc3Cl)c1)O2 (stereo unspecified)	52
O=C(Nc1c[nH]c(=O)[nH]c1=O)OCc1ccccc1	108
O=C1Nc2c(Cl)cc(Cl)cc2C12Nc1ccccc1S2 (stereo unspecified)	100
CCOCC(=O)C(C#N)c1ccc(Cl)cc1 (stereo unspecified)	98
NC[C@@H]1CCN(c2cc3c(cc2F)c(=O)n(N)c(=O)n3Cc2ccc(-c3ccccc3)cc2)C1	90
C[N+](C)(CCOC(c1ccccc1)c1ccccc1)CC(=O)c1ccccc1	95
c1ccc2oc(Sc3ncnn3-c3nc4ccccc4o3)nc2c1	99
CNc1cc(C(=O)O)nc(NC)n1	105
O=S(=O)(NC1C2c3ccccc3C(c3ccccc32)C1O)c1ccc(Cl)c(Cl)c1 (stereo unspecified)	103
CC(C)(CO)N(CC(=O)O)CC(=O)O	101
Cc1ccc(Cl)cc1NC(=O)OC(C)C (tested in a mixture with another compound)	89
Cc1cc(C(C(N)=O)c2ccccc2)ccc1N(CCCl)CCCl (stereo unspecified)	106
CN(C)c1ccc(/C=C/c2nc3ccc(C#N)cc3s2)cc1	60
CNC(=O)c1c(NC(=O)c2ccc(C(C)(C)C)cc2)sc2cc(O)ccc12	37
COc1ccc(NC(=O)Nc2ccc(OCc3ccc(F)cc3)cc2)cc1	83
O=C1COCCN1c1ccc(Nc2nc(Cl)nc(NCCNc3nc(Cl)nc(Nc4ccc(N5CCOCC5=O)cc4)n3)n2)cc1	96
COC(=O)[C@]12CC[C@@H](C)[C@H](C)[C@@H]1C1=CC[C@@H]3[C@@]4(C)C(C=O)=C[C@@](C)(CO)[C@@H]4[C@H](O)C[C@@]3(C)[C@]1(C)CC2	-14*
COc1ccc(-c2csc(N/N=C/c3c(C)nn(-c4ccccc4)c3-n3ccnc3)n2)cc1	96
COc1ncnc2c(CN3CCN(C)CC3)c[nH]c12	101
CC/C(=C/c1cccc(OC)c1O)c1ccc2cccc(OC)c2[o+]1	121
CCC(C)OC(=S)S (stereo unspecified)	118
N=C(N)c1nn(C2OC(CO)C(O)C2O)c2nc[nH]c(=O)c12 (stereo unspecified)	-25*
COc1cc2ccc1NC(=O)N1CCN(CC1)C(=O)Nc1ccc(cc1OC)-c1ccc(c(OC)c1)NC(=O)N1CCN(CC1)C(=O)Nc1ccc-2cc1OC	100
CC(=O)OC/C=C/c1ccccc1	101
COc1ccc(Cn2c(C(N)=O)cc3c2-c2nc(NC4CCCCC4)ncc2CCC3)cc1	103
CCOC(=O)c1ccc(NC(=O)CSC(N)=O)cc1	93
COc1ccc(NC(=O)CSc2nnc(-c3ccc4nc(-c5ccccc5)[nH]c4c3)o2)cc1OC	103
CCOC(=O)C(C(=O)OCC)c1cccc2ccccc12	94
COc1ccc(-c2cc(-c3ccc(Cl)cc3)nc(SCCCCCC(=O)NO)n2)cc1	99
CC1SC(c2cccc(Oc3ccccc3)c2)N(CCc2cccs2)C1=O (stereo unspecified)	-22*
O=C(O)CCCCCCNC(=O)c1nc(-c2ccccc2)n(-c2ccc(Cl)cc2)n1	96
COc1ccc(C(=O)CSc2nc(-c3cc(OC)ccc3OC)cc(-c3ccc(Cl)cc3)c2C#N)cc1	106
c1nc2c([nH]1)CNCC2	109
O=C(NCCN1CC1)c1cccc2nc3c(C(=O)NCCN4CC4)cccc3nc12	73
O=C(CN1CCN(c2ncnc3c2cnn3-c2ccccc2)CC1)Nc1nncs1	-46*
Cc1[nH]ncc1[N+](=O)[O-]	126
CC(C)[C@H](NC(=O)c1cc2ccccc2[nH]1)C(=O)Nc1nccs1	103
CS(=O)(=O)N1CCN(Cc2cc3nc(-c4cccc5[nH]ncc45)nc(N4CCOCC4)c3s2)CC1	24
O=C(Nc1ccc(CN2CCc3nc4cc(O)c(O)cc4cc32)cc1)Nc1ccc(F)cc1F	94
C/C=C\C1OCC(CC)(CCCC)CO1 (stereo unspecified)	124
Nc1n[nH]c(CO)n1	119
CCn1ncc(N=O)c1N	117
CC(=O)OC(COc1ccc(Cl)cc1)COc1ccc(Cl)cc1	109
O=C(CCCN1CCOCC1)Nc1ccc(Cn2nnc3c2C(=O)c2nnn(Cc4ccc(NC(=O)CCCN5CCOCC5)cc4)c2C3=O)cc1	-7.5*
CCCCCCCCC(=O)OCCCC(CCC(CCC1CCCO1)OC(=O)CCCCCCCC)OC(=O)CCCCCCCC (stereo unspecified)	89
Cc1ccc(-n2c(-c3cc(-c4ccncc4)n(-c4ccccc4)n3)n[nH]c2=S)cc1	112
COc1ccc(C(=O)N2NC(=O)/C(=C/c3c(C)nn(-c4ccccc4)c3Cl)N=C2c2ccccc2)cc1	66
Nc1c2c(nc3ccc(F)cc13)CC(c1ccccc1)CC2=O (stereo unspecified)	98
N#Cc1c(-c2ccccc2Cl)c(C#N)c(=O)n(-c2cccc(C(F)(F)F)c2)c1N	101
CCOC(=O)C1=C(c2ccccc2)N=C2N(c3ccccc3)N=C(C(C)=O)N2C1c1ccc(F)cc1 (stereo unspecified)	90
Cc1ccc(N)cc1F	120
COCCOc1ccc2ncc(C#Cc3cncc(C(=O)Nc4ccc(CN5CCN(C)CC5)c(C(F)(F)F)c4)c3)n2n1	17
(further entries)
SMILES	HL-60(TB)
Cc1ccc2oc(=O)cc(CSc3nc4ccccc4[nH]3)c2c1	94
C[C@]12CCc3nc(-c4cccc(O)c4)sc3C1=CC[C@@H]1[C@@H]2CC[C@]2(C)C(=O)CC[C@@H]12	124
ClC(=Nc1ccccc1)c1ccccc1	96
Nc1ccccc1C(=O)c1ccccc1	94
O=C(CN1C(=O)c2ccccc2C1=O)NCC(=O)Nc1ccccc1	110
Clc1ccc2nnc3c4cccnc4[nH]c3c2c1	118
COc1ccc(C(c2ccccc2OC)C(Cl)(Cl)Cl)cc1 (stereo unspecified)	90
Fc1ccc(-c2nc(-c3ccc(-c4nc5ccccc5[nH]4)cc3)no2)cc1	90
C=C(C)CN	52
Cc1nnc2c3nnc(-c4ccccc4C(=O)O)n3c3ccccc3n12	106
CCOC(=O)c1ccc(NC(=O)CSc2nnc(Cc3ccccc3Nc3c(Cl)cccc3Cl)n2CC)cc1	100
Cc1cc(=O)[nH]c(=O)n1Cc1cn(-c2cc3ccccc3oc2=O)nn1	101
Nc1ccc([N+](=O)[O-])cc1S(=O)(=O)O	73
O=C1c2ccccc2C(=O)c2c(OCCN3CCCCC3)cccc21	83
Nc1nc(N)c(Br)c(Nc2ccc(Cl)c(Cl)c2)n1	89
C(=N\Nc1nc(-c2ccccc2)cs1)/c1ccc2c(c1)Cc1ccccc1-2	101
CCCC(NC(=O)C(C)N)C(=O)O (stereo unspecified)	101
COc1cc(OC)c(/C=C/S(=O)(=O)Cc2ccc(OC)c(NC(=O)CCC(=O)NO)c2)c(OC)c1	-11*
CCCn1c(=N)c(C(=O)NC2CCCCC2)cc2c(=O)n3cccc(C)c3nc21	105
CCCn1nc(C(=O)N(C)C)c2c1CCC(NCc1ccc(F)cc1)C2 (stereo unspecified)	109

Grouped by structure, those above containing an aryl thioether with sulfur outside any ring.
SMILES	HL-60(TB)
CSc1ccc(NC(=O)Nc2ccccc2)cc1	93
Nc1ccc(CSc2ccc(Cl)cc2)c(Cl)c1	81
Oc1ccc(CSc2nnc(-c3ccncc3)o2)c2cccnc12	8.3*
O=[N+]([O-])c1cccc(-c2nnc(CSc3nnc(-c4ccc(Cl)cc4)o3)o2)c1	100
c1ccc2oc(Sc3ncnn3-c3nc4ccccc4o3)nc2c1	99
COc1ccc(NC(=O)CSc2nnc(-c3ccc4nc(-c5ccccc5)[nH]c4c3)o2)cc1OC	103
COc1ccc(-c2cc(-c3ccc(Cl)cc3)nc(SCCCCCC(=O)NO)n2)cc1	99
COc1ccc(C(=O)CSc2nc(-c3cc(OC)ccc3OC)cc(-c3ccc(Cl)cc3)c2C#N)cc1	106
Cc1ccc2oc(=O)cc(CSc3nc4ccccc4[nH]3)c2c1	94
CCOC(=O)c1ccc(NC(=O)CSc2nnc(Cc3ccccc3Nc3c(Cl)cccc3Cl)n2CC)cc1	100

Continued:
SMILES	HL-60(TB)
CC(=O)O[C@]1(C(C)=O)CC[C@H]2[C@@H]3C[C@H](C(F)(F)F)C4=CC(=O)CC[C@]4(C)[C@H]3CC[C@@]21C	96
Cc1ccc(-c2c3c(nc4c2c(C)nn4-c2ccccc2)NC(c2ccc4c(c2)OCO4)NC3)cc1 (stereo unspecified)	86
CC(Cl)C(O)C#N (stereo unspecified)	107
NC(=S)N/N=C\c1nccc2c(C(F)(F)F)cccc12	-25*
NC(=O)NC(=O)c1nc2ccccc2[nH]c1=O	97
O=c1[nH]c2ccccc2cc1CSc1cccc(Nc2nccc(-c3ccc4ccccc4c3)n2)c1	94
C[C@@H]1C=C2C(=O)O[C@@H]3CC[C@H](C1)[C@]23O	72
NC(=O)c1cccc(-c2ccccc2N2CCCCC2)c1	95
COc1cccc(C=C2C(=O)NC(=O)NC2=O)c1O	97
